Bioassay records (PubChem)
TNAP inh hi DEA: blocks human TNAP under high phosphate acceptor concentration; AID 1135; purified TNAP, CDP-star luminescence, 1 M DEA; P05186; actives 0.03% (n = 200,000); inhibition, % at 20 µM;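 active means over 50% inhibition of tissue-nonspecific alkaline phosphatase at 20 µM in the single-dose screen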;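 further: plate controls were DMSO wells for no effect and EDTA-quenched wells as full inhibition for full effect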
Target sequence (P05186 whole entry, looked up): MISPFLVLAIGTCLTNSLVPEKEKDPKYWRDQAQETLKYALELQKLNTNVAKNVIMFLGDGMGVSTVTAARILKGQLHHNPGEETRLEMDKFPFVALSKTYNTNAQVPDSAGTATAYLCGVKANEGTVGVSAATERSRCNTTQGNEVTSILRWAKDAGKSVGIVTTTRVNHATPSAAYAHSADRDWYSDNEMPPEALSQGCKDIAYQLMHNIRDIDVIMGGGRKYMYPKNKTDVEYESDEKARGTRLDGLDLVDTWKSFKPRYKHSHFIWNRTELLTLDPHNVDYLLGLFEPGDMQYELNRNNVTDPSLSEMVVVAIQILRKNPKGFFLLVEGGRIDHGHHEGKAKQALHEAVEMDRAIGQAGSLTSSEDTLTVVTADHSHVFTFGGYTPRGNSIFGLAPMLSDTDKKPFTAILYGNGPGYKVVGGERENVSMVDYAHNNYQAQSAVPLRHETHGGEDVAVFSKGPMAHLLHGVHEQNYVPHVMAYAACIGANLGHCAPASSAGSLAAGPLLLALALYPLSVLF
PPARg SRC-3 ag: agonists of human PPARgamma SRC-3 coactivator recruitment | P37231 | biochemical PPARgamma/SRC-3 coactivator recruitment assay | activation, % at 8 µM | actives 0.26% (n = 200,000) | AID 731; in the data active means activation above about 23%;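 further: 0% = DMSO and 100% = reference agonist; some compounds past the cut are filed as inactive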
Target sequence (P37231 whole entry, looked up): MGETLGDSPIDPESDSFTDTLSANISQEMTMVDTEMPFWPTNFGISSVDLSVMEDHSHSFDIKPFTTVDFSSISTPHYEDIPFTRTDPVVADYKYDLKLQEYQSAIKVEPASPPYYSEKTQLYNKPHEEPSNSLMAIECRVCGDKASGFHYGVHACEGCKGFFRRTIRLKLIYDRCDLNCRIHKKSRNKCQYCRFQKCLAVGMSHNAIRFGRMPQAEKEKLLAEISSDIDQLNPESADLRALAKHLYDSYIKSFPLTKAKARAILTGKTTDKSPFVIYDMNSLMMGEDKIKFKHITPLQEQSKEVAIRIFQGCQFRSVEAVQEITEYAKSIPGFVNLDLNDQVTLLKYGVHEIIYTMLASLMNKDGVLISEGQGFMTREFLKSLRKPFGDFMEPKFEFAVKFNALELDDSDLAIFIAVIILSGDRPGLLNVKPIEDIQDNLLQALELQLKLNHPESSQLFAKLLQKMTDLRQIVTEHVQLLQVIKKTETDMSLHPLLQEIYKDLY
TNAP act hi DEA: increases human TNAP activity under high phosphate acceptor concentration | activation factor at 20 µM | AID 1136 | purified TNAP, CDP-star luminescence, 1 M DEA, 30 min; stronger effect = higher value; 0 = EDTA background, 1 = DMSO-only activity | P05186 | 200,000 tested, under 10 active;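 active means activation factor at least 2 at 20 µM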
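system = human TNAP | amount = enzyme diluted 1/800 final | reagent = 100 µM CDP-star substrate | signal = luminescent substrate turnover signal | dosing = one dose, 20 µM | benchmarks = EDTA negative control, DMSO positive control | measure = activation factor | timing = 30 min reaction, room temperature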
PPARg SRC1 recr: agonists of human PPARgamma SRC-1 coactivator recruitment | P37231 | PPARgamma-SRC-1 coactivator recruitment biochemical assay | activation, % at 8 µM | actives 0.41% (n = 200,000); in the data active means activation above about 19%;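 further: 0% = DMSO and 100% = reference agonist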
HMGR II inh: blocks class II HMG-CoA reductase of Enterococcus faecalis | purified E. faecalis HMGR, NADPH absorbance 340 nm kinetic | inhibition, % at 10 µM | actives 0.41% (n = 190,000) | AID 1066;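 active means inhibition above a set limit, the median over all tested compounds plus 3 SD, cut at about 9.5% in these data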;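 further: enzyme runs in reverse so mevalonate oxidation gives rising NADPH absorbance; 0% = complete reaction with DMSO and 100% = background rate lacking mevalonate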
bIAP activator: increases bovine intestinal alkaline phosphatase activity; purified bovine IAP, CDP-star luminescence, 30 min; stronger effect = higher value; fold of DMSO-control signal, blank-subtracted; activation factor at 20 µM; actives 0.17% (n = 200,000);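 active means activation factor of 2 or more at 20 µM, a signal rise over negative controls twice the positive control's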
TR-FRET SRC-2 ct: flags TR-FRET format artefacts in PPARgamma SRC-2 recruitment agonist screen; TR-FRET artefact counter-screen; stronger effect = higher value; TR-FRET ratio at 8 µM; actives 0.4% (n = 200,000); AID 1049; in the data active means TR-FRET ratio above about 2000; further: inactives centre near 1500
TNAP inh no acc: blocks human TNAP activity with no phosphate acceptor present; inhibition, % at 20 µM; P05186; AID 1012; actives 0.26% (n = 200,000); purified TNAP, CDP-star luminescence, 30 min;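 active means tissue-nonspecific alkaline phosphatase inhibition above about 50% at 20 µM in the single-dose screen, limit read from the data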;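 further: 0% = DMSO negative control and 100% = EDTA positive control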
PPARg SRC-2 ag: PPARgamma-driven SRC-2 recruitment agonism. P37231. activation, % at 8 µM. PPARgamma LBD-SRC-2 recruitment, biochemical. actives 0.34% (n = 200,000); in the data active means activation above about 22%;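 further: 0% = vehicle and 100% = reference agonist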
bIAP inhibitor: intestinal alkaline phosphatase (bovine) inhibition; AID 1019; 190,000 tested, under 10 active; purified bovine IAP, CDP-star luminescence, 30 min; inhibition, % at 20 µM;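 active means over 50% inhibition of intestinal alkaline phosphatase at 20 µM in the single-dose screen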
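System: Purified bovine intestinal alkaline phosphatase (IAP) enzyme | Input: IAP diluted 1/65,000,000 in the well | Also added: CDP-star chemiluminescent phosphatase substrate, 30 µM final | Dosing: 20 µM single dose | Times: Enzyme reaction for 30 min at room temperature | Detection: Luminescence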
* = called active by the depositor. Random draw from the library (roughly 1.6% active in at least one column).

SMILES	TNAP inh hi DEA	PPARg SRC-3 ag	TNAP act hi DEA	PPARg SRC1 recr	HMGR II inh	bIAP activator	TR-FRET SRC-2 ct	TNAP inh no acc	PPARg SRC-2 ag	bIAP inhibitor
COc1ccc2[nH]c(=O)c(CN(Cc3nnnn3Cc3ccco3)C3CCCCC3)cc2c1	-4	3	1	-7	-7	1.1	1564	-3	7	-7
CCOC(=O)c1ccc2c(c1)n(CCO)c(C)[n+]2CC	-5	-11	1	-2	-6	0.9	1368	-10	-3	15
COC(=O)c1nn(-c2ccccc2)ccc1=O	1	8	1	6	-5	0.9	1735	-10	4	9
Nc1cc([N+](=O)[O-])ccc1O	30	3	0.7	7	-6	1	1590	-4	9	0
CCOC(=O)c1c(NC(=O)C(=O)N/N=C/c2ccccc2O)sc2c1CCCCC2	5	-3	1	8	-2	1	1677	-100	-3	2
COc1ccc(CCNC(=O)CSc2cccc3cccnc23)cc1OC	-7	5	1.1	-1	-8	1	1608	-7	13	-2
Cc1ccc(S(=O)(=O)N2CCC(N3CCCCCC3)CC2)cc1	-4	-5	1	0	-6	0.9	1635	-16	-5	10
Cc1cc(C(=O)N/N=C/c2cc(Br)cc(Br)c2OC(=O)c2ccccc2)n[nH]1	8	-2	0.9	2	-6	1	1505	-33	-3	-1
O=C(c1ccccc1)n1nc(-c2ccccc2)nc1NCc1ccco1	-3	8	1	3	2	0.9	1538	35	-5	6
Cc1cccn2cc(CCNC(=O)c3ccco3)nc12	-4	1	1	0	-10	0.8	1505	0	-4	21

Molecules shown so far that contain an aryl methoxy group (two):
SMILES	TNAP inh hi DEA	PPARg SRC-3 ag	TNAP act hi DEA	PPARg SRC1 recr	HMGR II inh	bIAP activator	TR-FRET SRC-2 ct	TNAP inh no acc	PPARg SRC-2 ag	bIAP inhibitor
COc1ccc2[nH]c(=O)c(CN(Cc3nnnn3Cc3ccco3)C3CCCCC3)cc2c1	-4	3	1	-7	-7	1.1	1564	-3	7	-7
COc1ccc(CCNC(=O)CSc2cccc3cccnc23)cc1OC	-7	5	1.1	-1	-8	1	1608	-7	13	-2

(continued)
SMILES	TNAP inh hi DEA	PPARg SRC-3 ag	TNAP act hi DEA	PPARg SRC1 recr	HMGR II inh	bIAP activator	TR-FRET SRC-2 ct	TNAP inh no acc	PPARg SRC-2 ag	bIAP inhibitor
Cn1c(=O)c(-c2cc(=O)[nH][nH]2)c(O)c2ccccc21	11	6	0.9	4	-5	1	1718	7	-7	-5
Cc1cc2c(c(=O)n1CCc1ccccc1)C(c1ccco1)C(C#N)=C(N)O2 (stereo not given)	-2	-8	1	7	-2	0.9	1448	-1	7	6
Cn1nnnc1SCC(=O)Nc1ccccc1[N+](=O)[O-]	-2	10	1	6	1	1	1398	-8	-3	-5
COc1ccc(NC(=O)C/C(C)=N/NC(=O)C(=O)NC2CCCCC2)c(OC)c1	-2	-1	1	8	0	1.3	1476	-8	9	-28
O=C(NNc1nc2c(F)cc(F)cc2s1)C1COc2ccccc2O1 (stereo not given)	-4	-1	1	4	0	1.2	1575	-134	3	-18
O=C(N/N=C/c1cccc(O)c1)c1csc2ccccc12	-3	-1	1	5	2	0.8	1481	-8	11	20
CCc1c(C(=O)NNC(=S)NC2CCCCC2)csc1C	-5	-2	1.1	-3	-1	1.3	1718	-165	12	-30
CCOc1ccc(-n2c(=O)c3sccc3n(CC(=O)NCc3ccco3)c2=O)cc1	2	4	1	-1	-1	1	1790	-9	9	4
Cc1ccc(NC(=O)COc2ccc(-c3nnco3)cc2)cc1S(=O)(=O)N1CCOCC1	-3	1	1	8	-7	1.1	1760	-8	3	-9
CNC(=S)NN(c1ccccc1)c1ccccc1	-5	-1	1	-2	-6	1	1534	-9	3	-5
N#Cc1ccc(-c2ccc(F)cc2)nc1SCC(=O)Nc1sc2c(c1C#N)CCC2	-8	9	1.1	20*	1	0.9	1696	-16	2	13
COc1ccc(/C=N/Nc2ncnc(Cl)c2N)cc1OC	3	0	1	3	2	0.7	1631	-14	6	27
COc1cc(C(=O)Nc2ccc(O)cc2C(=O)O)ccc1OC(C)=O	-2	5	1	10	-1	0.9	1764	-11	10	6
COc1ccc(Cl)cc1NC(=O)C1COc2ccccc2O1 (stereo not given)	-1	-2	1	0	-5	0.8	1630	-6	-9	21
COc1cccc(/C=N/NC(=O)c2ccc(=O)n(C)c2)c1OC	-3	5	1	2	-1	1	1683	-10	3	2
O=C(C1CC(=O)N(C2CCCC2)C1)N1CCN(c2ccccc2F)CC1 (stereo not given)	-1	6	1	2	-2	1	1638	-14	4	1
CC1CCCCN1Cc1cnc(Cl)s1 (stereo not given)	4	-3	1	-3	-3	0.9	1528	-8	-2	15
CC(=O)Nc1ccc(S(=O)(=O)N2CCN(Cc3ccncc3)CC2)cc1	-4	3	1	0	4	0.9	1686	-11	12	9
Cc1oc2c(c1C(=O)c1ccccc1)C(=O)C(=O)c1ccccc1-2	2	10	1	11	1	0.8	1632	-1	2	21
C[C@H](NC(=O)c1nc[nH]c1C(=O)NC(c1ccccc1)c1ccccc1)C(=O)OC(C)(C)C	-7	-3	1.1	0	-5	1	1569	-9	-2	-4

Of the compounds above, these contain an NH in an aromatic ring.
SMILES	TNAP inh hi DEA	PPARg SRC-3 ag	TNAP act hi DEA	PPARg SRC1 recr	HMGR II inh	bIAP activator	TR-FRET SRC-2 ct	TNAP inh no acc	PPARg SRC-2 ag	bIAP inhibitor
COc1ccc2[nH]c(=O)c(CN(Cc3nnnn3Cc3ccco3)C3CCCCC3)cc2c1	-4	3	1	-7	-7	1.1	1564	-3	7	-7
Cc1cc(C(=O)N/N=C/c2cc(Br)cc(Br)c2OC(=O)c2ccccc2)n[nH]1	8	-2	0.9	2	-6	1	1505	-33	-3	-1
Cn1c(=O)c(-c2cc(=O)[nH][nH]2)c(O)c2ccccc21	11	6	0.9	4	-5	1	1718	7	-7	-5
C[C@H](NC(=O)c1nc[nH]c1C(=O)NC(c1ccccc1)c1ccccc1)C(=O)OC(C)(C)C	-7	-3	1.1	0	-5	1	1569	-9	-2	-4

An excerpt taken from the entries so far:
SMILES	TNAP inh hi DEA	PPARg SRC-3 ag	TNAP act hi DEA	PPARg SRC1 recr	HMGR II inh	bIAP activator	TR-FRET SRC-2 ct	TNAP inh no acc	PPARg SRC-2 ag	bIAP inhibitor
CC1CCCCN1Cc1cnc(Cl)s1 (stereo not given)	4	-3	1	-3	-3	0.9	1528	-8	-2	15
CC(=O)Nc1ccc(S(=O)(=O)N2CCN(Cc3ccncc3)CC2)cc1	-4	3	1	0	4	0.9	1686	-11	12	9
Cc1oc2c(c1C(=O)c1ccccc1)C(=O)C(=O)c1ccccc1-2	2	10	1	11	1	0.8	1632	-1	2	21
C[C@H](NC(=O)c1nc[nH]c1C(=O)NC(c1ccccc1)c1ccccc1)C(=O)OC(C)(C)C	-7	-3	1.1	0	-5	1	1569	-9	-2	-4

Other compounds follow:
SMILES	TNAP inh hi DEA	PPARg SRC-3 ag	TNAP act hi DEA	PPARg SRC1 recr	HMGR II inh	bIAP activator	TR-FRET SRC-2 ct	TNAP inh no acc	PPARg SRC-2 ag	bIAP inhibitor
N#Cc1ccccc1Sc1ccccc1C(=O)N1CCOCC1	-3	-8	1	8	3	0.8	1712	-6	-2	17
COc1cc(/C=N/N(C)c2ccccc2)ccc1O	-3	11	1	4	-4	0.7	1510	-9	5	27
CCOc1ccc(OCC)c(S(=O)(=O)NNC(=O)c2c(C)nc3ccccn23)c1	5	2	1	2	-3	1	1511	-7	-9	-1
O=C(O)/C=C\c1cccc(-n2cnnn2)c1	-8	2	1.1	8	0	1.1	1596	-10	2	-8
FC(F)(F)c1nnc2n1N=C(c1cccs1)CS2	2	5	1	4	-6	1.1	1752	0	7	-14
COc1ccc(Cc2nnc(NC(=O)c3c(-c4ccccc4)noc3C)s2)cc1OC	-4	4	1	3	0	0.9	1607	-11	-7	9
CC(=O)N1N=C(N)SC1c1cccc([N+](=O)[O-])c1 (stereo not given)	-4	-2	1	3	-3	0.9	1561	-7	0	14
Fc1ccc(Cc2nnc(-c3cccs3)o2)cc1	-2	3	1	10	-2	0.9	1855	-6	5	8
O=C(O)CCCC(=O)N1CCc2cc(S(=O)(=O)N3CCc4ccccc43)ccc21	-7	2	1.1	2	-11	0.9	1619	-15	8	9
O=C(O)c1cnn2c(C(F)F)cc(C(F)F)nc12	-5	-3	1	-4	-2	0.9	1538	-13	-2	12
C=CCn1c(SCCOc2ccc(OC)cc2)nnc1C(NC(=O)c1ccc(OC)cc1)C(C)C (stereo not given)	-3	0	1	1	-2	1	1617	-8	4	2
N#Cc1nc(-c2cccs2)oc1NCCN1CCOCC1	0	2	1	6	-3	0.9	1618	-5	-4	6
O=C(/C=C/c1ccc(Cl)cc1)NC(=S)NN1CCCCC1c1cccnc1 (stereo not given)	-2	-1	1	1	-14	0.9	1641	-7	4	8
O=C(O)CCN1C(=O)c2ccc(NC(=O)CSCc3ccccc3)cc2C1=O	-8	6	1.1	10	-4	0.9	1622	-15	7	7
COC(=O)CN(C#N)c1nc(OC)nc(N(C)C)n1	-6	1	1.1	-3	-1	1	1493	-11	3	3
COc1ccc(NC(=O)CSc2nc3c(c(=O)n2-c2ccccc2OC)SCC3)cc1	-4	5	1	6	-10	1	1507	-6	5	-3
CCN(CC)c1ccc2ccc(=O)oc2c1	-5	4	1.1	5	-1	1.4	1685	-18	-4	-38
COc1cc2cc(CN(CCCO)S(=O)(=O)c3ccccc3Cl)c(=O)[nH]c2cc1OC	2	14	1	2	-1	1	1724	-4	6	-2
CCCc1cc(C(=O)Nc2ccccc2C(=O)OC)no1	-2	6	1	5	-3	0.7	1569	-13	4	33
CC(=O)c1cccc(NC(=O)c2cc3nc(C)cc(C)n3n2)c1	-6	-6	1.1	-6	-1	0.9	1326	-9	-12	9
Clc1ccc(OCc2nn3c(-c4ccco4)nnc3s2)c(Cl)c1	3	14	1	0	-6	0.7	1579	-2	2	32
COc1cc(/C=C(/C#N)C(=O)NCCc2c[nH]c3ccccc23)ccc1OCc1ccccc1F	-7	0	1.1	1	-6	0.7	1373	-12	-1	25
Cc1cc(C)n(-c2ccc(F)cc2)c(=O)c1C#N	-4	5	1	5	-2	1	1540	-6	4	0
O=[N+]([O-])c1ccc(N2CCN(S(=O)(=O)c3ccccc3)CC2)cc1NCc1ccco1	8	1	0.9	-4	-3	1.3	1579	1	3	-27
CC(C)CCn1c(N)c(S(=O)(=O)c2cccs2)c2nc3ccccc3nc21	1	1	1	10	8	0.8	1675	-6	10	25
CSc1nc2ccc(NS(=O)(=O)c3cccc(Cl)c3Cl)cc2s1	-2	-2	1	1	2	0.9	1648	-1	8	15
Cc1cc(C)cc(NC(=O)N2CCN(S(C)(=O)=O)CC2)c1	-7	2	1.1	-4	-6	1	1482	-19	-3	-2
COC(=O)[C@H](Cc1ccccc1)NC(=O)O[C@@H]1C(=O)c2cc(Br)ccc2O[C@H]1c1cccc(OC)c1	-2	2	1	6	11*	1	1338	-6	1	4
CC1=C(C(=O)OCCOC(C)C)C(c2cc3c(cc2Br)OCO3)C2=C(CCCC2=O)N1 (stereo not given)	-5	-17	1	3	-2	1.1	1468	-16	1	-13
